Bioassay records as filed in PubChem.
FLuc inhib CS – Photinus pyralis luciferase inhibition counter-screen; P08659; ATPLite firefly luciferase biochemical luminescence, 10 min; inhibition, % at 10 µM; hit rate 1.5% among 200,000;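 active means inhibition above about 50% when tested at 10 µM, limit read from the data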
Target sequence (P08659 whole entry, looked up): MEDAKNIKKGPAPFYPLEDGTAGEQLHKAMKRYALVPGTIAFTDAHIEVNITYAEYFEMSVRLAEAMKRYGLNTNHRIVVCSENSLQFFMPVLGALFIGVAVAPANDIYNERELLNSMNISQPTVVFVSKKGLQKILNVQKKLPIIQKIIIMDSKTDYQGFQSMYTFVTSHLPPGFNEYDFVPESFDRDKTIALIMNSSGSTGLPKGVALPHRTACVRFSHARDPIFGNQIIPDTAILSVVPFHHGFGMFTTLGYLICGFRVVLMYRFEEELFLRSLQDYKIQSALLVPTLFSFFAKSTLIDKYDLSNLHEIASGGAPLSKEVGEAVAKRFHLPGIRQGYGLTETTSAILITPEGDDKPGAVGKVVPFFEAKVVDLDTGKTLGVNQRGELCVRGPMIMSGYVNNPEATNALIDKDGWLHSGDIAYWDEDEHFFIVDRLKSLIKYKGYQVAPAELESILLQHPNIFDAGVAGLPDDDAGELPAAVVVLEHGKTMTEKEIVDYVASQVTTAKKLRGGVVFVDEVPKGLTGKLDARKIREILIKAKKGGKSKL
STAT1 act – activators of IFN-gamma induced STAT1 signaling | NIH 3T3 STAT1-luciferase reporter, luminescence; 100% = IFN-gamma alone, no compound | activation (% of control), % at 5.5 µM | hit rate 2.6% among 200,000;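 active means activation above the screen-wide mean activation plus 3 SD, cut at about 130% in these data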;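 further: raw ratio to IFN-gamma control signal so 100% means no change and 0% no light; values of inactives mirror those of a sister screen read the other way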
Diaphorase act – activates diaphorase or chemically reduces, flagging diaphorase assay artifacts. hit rate 0.005% among 190,000. activation factor at 20 µM. Diaphorase/resazurin coupled assay, resorufin fluorescence, 16 min; active compounds read high; 1 = vehicle wells, 0 = NADH-free wells;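 active means diaphorase activity raised at least twofold by the compound at 20 µM; inactive means activation factor below 2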
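Material: purified diaphorase enzyme from Clostridium kluyveri / Medium: HEPES pH 7.4 buffer with MgCl2 and Tween 20 / Schedule: enzyme reaction of 16 min at room temperature / Measured by: resorufin fluorescence, excitation 544 nm, emission 590 nm / Evaluation: rise in resorufin formation, marking diaphorase activation or chemical reduction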
APP 5UTR inh – APP translation inhibition; SH-SY5Y APP 5'UTR-luciferase reporter, luminescence; inhibition, % at 2 µM; hit rate 0.82% among 190,000; AID 1285;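 active means inhibition above a set limit, derived from the sample mean plus 3 SD, cut at about 45% in these data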; further: values of inactives mirror those of a sister screen read the other way
FLuc act counter – affects firefly luciferase, flagging false hits in luciferase stimulation screens. AID 1027. activation factor at 10 µM. ATPlite luciferase biochemical, luminescence, 10 min; 0 = ATP-free wells, 1 = DMSO control. P08659. 200,000 tested, under 10 active;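 active means luciferase activation factor, scaled between plate controls, of at least 2 with compound at 10 µM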
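Assay system: Luciferase/luciferin detection reagent, cell-free biochemical luciferase assay / Also added: ATP substrate / Schedule: 10 min at ambient temperature / Measured by: luminescence measurement of luciferase light output / Benchmarks: low control with PBS replacing ATP, high control enzyme plus ATP without compound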
TLR4-MyD88 BLA – TLR4-MyD88 interaction inhibition in cells; inhibition, % at 8.4 µM; AID 861; HeLa CL3-4 TLR4/MyD88 BLA complementation, FRET ratio; hit rate 0.18% among 200,000; O00206+Q99836; in the data active means inhibition above about 25%;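 further: 0% = vehicle and 100% = reference inhibitor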
APP 5'UTR act – APP 5'UTR luciferase reporter activation. hit rate 1% among 190,000. activation, % at 2 µM. SH-SY5Y APP 5'UTR luciferase reporter, luminescence; zero percent = DMSO vehicle wells. AID 1276;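 active means activation above a set limit, based on mean plus 3 SD of controls, cut at about 140% in these data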; further: values of inactives mirror those of a sister screen read the other way
Diaph inh CS – diaphorase inhibition or chemical oxidation counter-screen. diaphorase resazurin-to-resorufin fluorescence, NADH, 16 min; bacterial (C. kluyveri) enzyme, not human. inhibition, % at 20 µM. hit rate 0.69% among 190,000. AID 1217;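 active means primary screen inhibition at 20 µM above a set limit, cut at about 50% in these data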;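 further: plate controls were DMSO with full reaction for no effect and wells lacking NADH for full effect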
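System: Bacterial diaphorase enzyme (C. kluyveri) | Incubation: 16-min room-temperature incubation before reading | Benchmarks: No-NADH positive control and DMSO neutral control | Measured by: Resorufin fluorescence 544/590 nm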
NF-kB neuron act – NF-kB expression increase, human neuronal cells; NF-kB reporter expression; active compounds read high; fold change at 12.5 µM; hit rate 1.6% among 190,000; AID 1239; in the data active means fold change above about 3.3
G6PDH counter – inhibits Leuconostoc G6PDH, flagging false hits in G6PDH-based assays | Purified L. mesenteroides G6PDH, diaphorase/resazurin coupled fluorescence, 45 min | inhibition, % at 5 µM | hit rate 0.12% among 200,000 | AID 1020; in the data active means inhibition above about 50%
* = called active by the depositor; · = not tested or not shown. An unsorted share of the library. Share with any hit: about 5.6%.

compound | FLuc inhib CS | STAT1 act | Diaphorase act | APP 5UTR inh | FLuc act counter | TLR4-MyD88 BLA | APP 5'UTR act | Diaph inh CS | NF-kB neuron act | G6PDH counter
COc1cc(S(=O)(=O)Nc2ccc(Br)cc2)ccc1N | 3 | 95 | 0.9 | -4 | 1 | -6 | 3 | 7 | 1 | 0
CCOC(=O)c1cnc2c(C)cccc2c1NCc1ccco1 | -3 | 95 | 0.9 | 10 | 1 | -11 | -10 | 14 | 1 | -16
Cc1cccc(NC(=O)CSc2nc(C)c(Cc3ccccc3)c(=O)[nH]2)c1C | -2 | 103 | 1 | -11 | 1 | -10 | 11 | -4 | 1.3 | 4
CC(=O)C1=C(O)C(=O)N(Cc2cccnc2)C1c1ccc(C)cc1 (stereo not drawn) | -3 | 100 | 1 | 13 | 1 | -7 | -13 | -3 | 1 | 4
CN(C)C(CNC(=O)Cc1ccc([N+](=O)[O-])cc1)c1ccccc1 (stereo not drawn) | -4 | 98 | 0.9 | 1 | 1 | 2 | -1 | 13 | 1.3 | 4
COC(=O)c1ccc(NC(=O)CN2CCOCC2)cc1 | -9 | 102 | 1 | -10 | 1.1 | 0 | 10 | -3 | 1.2 | 5
O=C(Cn1c(=O)oc2ccccc21)NC(=O)NCc1ccco1 | -2 | 97 | 0.9 | 7 | 1 | 6 | -7 | 14 | 1.1 | 7
CCOc1ccccc1NC(=O)CN1C(=O)C(C)SC(C)C1=O (stereo not drawn) | -5 | 87 | 1 | -1 | 1 | 9 | 1 | 4 | 1 | 4
CSc1nnc(CNC(=O)c2ccccc2)n1-c1ccc(F)cc1 | -8 | 101 | 0.9 | 8 | 1.1 | 4 | -8 | 7 | 1.3 | -3
CCOC(=O)C1CCN(C(=O)CS(=O)Cc2nc(-c3ccc(C)cc3)oc2C)CC1 (stereo not drawn) | -6 | 99 | 0.9 | 0 | 1.1 | -8 | 0 | 10 | 0.93 | 3
Cc1cccc(NC(=O)CNC(=O)COc2ccc(C(=O)c3ccc(F)cc3)cc2)c1C | -6 | 93 | 0.9 | -8 | 1.1 | 5 | 8 | 7 | 1.5 | -1
CCOc1ccc(C(=O)N(Cc2ccc(N(C)C)cc2)C2CCS(=O)(=O)C2)cc1 (stereo not drawn) | -7 | 103 | 0.8 | 22 | 1.1 | -10 | -22 | 21 | 1 | 0
Cc1ccc(-n2c(N)c(C(=O)Nc3ccccc3F)sc2=S)cc1C | -6 | 98 | 0.7 | -2 | 1.1 | -8 | 2 | 28 | 0.86 | 7
CC(C)(C)OC(=O)NCC(=O)N1CCC(C(=O)O)CC1 | -5 | 105 | 0.8 | -4 | 1 | 2 | 4 | 18 | 1.2 | 5
COc1ccc(NC2=NC(=S)N(c3cccc(C)c3)C23CCCCC3)cc1 | 0 | 101 | 1 | -3 | 1 | -2 | 3 | 5 | 1.9 | 0
O=C(N/N=C\c1ccccc1)c1sccc1-n1cccc1 | 2 | 103 | 1 | -7 | 1 | 3 | 7 | 4 | 1.2 | 10
CCOc1ccccc1N(C(=O)Nc1ccc(Cl)cc1)C1=NCCS1 | -2 | 106 | 1 | -8 | 1 | 4 | 8 | 2 | 0.99 | -3
Cc1ccccc1C(=O)NC(NC(=O)c1ccccc1C)c1cccc([N+](=O)[O-])c1 | -5 | 99 | 0.9 | 7 | 1 | 7 | -7 | 11 | 1.2 | 11
Cc1nn(C)cc1C(C(=O)NC1CCCCC1)N(Cc1ccc(F)cc1)C(=O)c1cnccn1 (stereo not drawn) | -3 | 109 | 0.9 | -18 | 1 | 2 | 18 | 8 | 1 | 5
O=C(CCSc1ccccc1)NC1CCCCCC1 | 4 | 144* | 0.9 | 4 | 1 | -9 | -4 | 12 | 1.1 | 5
N#CCO/N=C/C(=O)Nc1ccc(F)cc1F | -5 | 98 | 1 | 2 | 1 | 5 | -2 | 1 | 1.4 | 5
Cc1onc(-c2ccccc2Cl)c1C(=O)Nc1nnc(-c2ccc(Br)cc2)s1 | 0 | 105 | 0.8 | 2 | 1 | 0 | -2 | 17 | 1.1 | -2
Cc1cc(NC(=O)c2cccc3ccccc23)cc(C)c1OCC(=O)N1CCOCC1 | 0 | 95 | 0.8 | 7 | 1 | -3 | -7 | 18 | 0.99 | 17
COc1ccc(Cl)cc1NC(=O)CN(C)Cc1ccc(OC)c(OC)c1 | -2 | 84 | 0.8 | 11 | 1 | -13 | -11 | 15 | 0.86 | 1
Cc1ccc(CN2C(=O)CCSc3ccc(Cl)cc32)cc1 | -1 | 99 | 0.9 | -9 | 1 | -2 | 9 | 13 | 1.4 | 10
Cc1cccc(C)c1OCc1nc2ccccc2c(=O)n1/N=C/c1c[nH]c2ccccc12 | -1 | 101 | 0.8 | 16 | 1 | -12 | -16 | 21 | 1.1 | -18
CCN(C(=O)COC(=O)c1cncc(Br)c1)C1CCS(=O)(=O)C1 (stereo not drawn) | -3 | 100 | 1 | 11 | 1 | 7 | -11 | 4 | 1 | 1
Fc1ccc(Cn2c(SCc3ccc(F)c(C(F)(F)F)c3)nnc2C(F)(F)F)cc1 | -3 | 98 | 0.8 | 0 | 1 | 9 | 0 | 16 | 1.1 | 1
Cc1cc(NCCO)c2cc(O)ccc2n1 | -4 | 99 | 0.9 | -3 | 1 | -3 | 3 | 7 | 1.2 | 4
COc1ccc(/C=C2/SC(=O)N(CCC(=O)Nc3ccc(C)cc3)C2=O)cc1OC | -4 | 98 | 0.9 | 2 | 1 | 3 | -2 | 13 | 1.1 | -28

Shown with values under each structure: entries from further up
Every second line gives: FLuc inhib CS, STAT1 act, Diaphorase act, APP 5UTR inh, FLuc act counter, TLR4-MyD88 BLA, APP 5'UTR act, Diaph inh CS, NF-kB neuron act, G6PDH counter
> CC(=O)C1=C(O)C(=O)N(Cc2cccnc2)C1c1ccc(C)cc1 (stereo not drawn)
  -3, 100, 1, 13, 1, -7, -13, -3, 1, 4
> Cc1cccc(NC(=O)CSc2nc(C)c(Cc3ccccc3)c(=O)[nH]2)c1C
  -2, 103, 1, -11, 1, -10, 11, -4, 1.3, 4
> Fc1ccc(Cn2c(SCc3ccc(F)c(C(F)(F)F)c3)nnc2C(F)(F)F)cc1
  -3, 98, 0.8, 0, 1, 9, 0, 16, 1.1, 1

Following part:
compound | FLuc inhib CS | STAT1 act | Diaphorase act | APP 5UTR inh | FLuc act counter | TLR4-MyD88 BLA | APP 5'UTR act | Diaph inh CS | NF-kB neuron act | G6PDH counter
CCCc1cc(C(=O)Nc2cc(Br)ccc2O)no1 | 3 | 102 | 0.9 | -23 | 1 | -15 | 23 | 7 | 5.5* | -20
COCc1c(C(N)=O)nnn1-c1nonc1N | -6 | 105 | 0.9 | -4 | 1.1 | 5 | 4 | 10 | 0.98 | 5
O=C1CC(C(=O)Nc2ccccc2)C2(CCCCC2)O1 (stereo not drawn) | -5 | 92 | 1 | -8 | 1 | 8 | 8 | 4 | 1.1 | 10
COc1ccccc1/C=C\C=N\n1c(-c2ccc(Cl)cc2)n[nH]c1=S | 0 | 82 | 0.9 | 2 | 1 | 4 | -2 | 12 | 1.5 | 7
Clc1ccc(SCCCCN2CCNCC2)cc1 | 0 | 105 | 1 | -5 | 1 | 1 | 5 | 2 | 1.1 | 2
CCCCCCn1c2c(c(=N)c3c1CCC3)CCC2 | -4 | 70 | 0.8 | -16 | 1 | 27* | 16 | 17 | 0.71 | -2
O=C(NCc1ccco1)C1Cc2ccccc2CN1C(=O)c1ccco1 (stereo not drawn) | -2 | 95 | 1 | 2 | 1 | -1 | -2 | 5 | 1.2 | 7
CC1(C)CC(C)(c2ccc(O)cc2O)N(c2ccc3ccccc3c2)C(=S)N1 (stereo not drawn) | -5 | 92 | 0.8 | -4 | 1 | -9 | 4 | 18 | 1.6 | 5
CC(C)(C)NC(=O)CSc1nc2[nH]ncc2c(=O)[nH]1 | -7 | 103 | 1 | 3 | 1.1 | 0 | -3 | 1 | 1.2 | 4
COc1ccc(Cn2cnc3c(N)c(C)c(C)cc32)cc1 | -6 | 98 | 0.8 | 5 | 1.1 | -8 | -5 | 18 | 1 | 2
CN(Cc1ccon1)C(=O)CCc1nnc(CCCCc2ccccc2)o1 | -7 | 88 | 0.8 | -10 | 1.1 | -6 | 10 | 16 | 1.6 | 11
O=C(CNC(=S)N(Cc1ccccc1)Cc1ccccc1F)NCCc1ccc(Cl)cc1 | -10 | 104 | 0.8 | 11 | 1.1 | -9 | -11 | 20 | 1.1 | 1
Cc1cccc(N/C(N)=N/c2nc(C(F)(F)F)cc(=O)[nH]2)c1C | -2 | 102 | 1 | -3 | 1 | 10 | 3 | -4 | 1 | 6
COc1cc(NC(C)=O)ccc1-c1cc2ccccc2oc1=O | 2 | 102 | · | -11 | 1 | 4 | 11 | · | 1.2 | 24
O=C(Oc1cncc(Cl)c1)c1ccco1 | -1 | 104 | 0.9 | -3 | 1 | -8 | 3 | 9 | 1.3 | 7
CCc1nccn1S(=O)(=O)c1ccc(OC)c(C)c1C | -1 | 98 | 1.1 | -1 | 1 | 16 | 1 | -6 | 0.99 | 5
CC(C)c1nc2sc3c(c2c(=O)o1)CCCC3 | -3 | 100 | 0.8 | 1 | 1 | -4 | -1 | 17 | 1.1 | 2
CCOc1cccc(CNCc2ccc(C(=O)O)cc2)c1 | -1 | 108 | 0.9 | 10 | 1 | 4 | -10 | 8 | 1.1 | 15
CN(C)S(=O)(=O)c1ccc(C(=O)NNC(=O)C2COc3ccccc3O2)cc1 (stereo not drawn) | -1 | 96 | 0.9 | 2 | 1 | -1 | -2 | 8 | 0.89 | 12
Cc1ccc(NC(=O)CCC(=O)OCc2ccc(Br)cc2)cc1 | 0 | 98 | 0.9 | -2 | 1 | -5 | 2 | 11 | 1.4 | -4
COc1cc(SC)ccc1C(=O)Nc1c(Cl)cncc1Cl | -5 | 102 | 0.9 | 7 | 1 | -10 | -7 | 7 | 1.3 | 2
CCOc1ccc(S(=O)(=O)Nc2ccccc2C(=O)N/N=C/c2c(OC)ccc3ccccc23)cc1 | -16 | 96 | 0.9 | -19 | 1.2 | 4 | 19 | 13 | 0.91 | -15
CCN(CC)C(=O)N1c2ccccc2C=Cc2ccccc21 | -6 | 99 | 0.8 | 26 | 1.1 | -5 | -26 | 17 | 1.2 | -2
O=C1OC(Nc2ccc(F)cc2F)c2ccccc21 (stereo not drawn) | -6 | 101 | 0.9 | 6 | 1.1 | 4 | -6 | 12 | 1 | 2
CCOC(=O)c1ccc(CSc2n[nH]c(C)n2)o1 | -3 | 104 | 1 | -4 | 1 | -1 | 4 | -4 | 1.2 | 6
Cc1ccc(S(=O)(=O)/N=C2/NC(=O)/C(=C\c3ccco3)S2)cc1 | -6 | 100 | 0.9 | -14 | 1.1 | -4 | 13 | 6 | 1.1 | -5
c1ccc(-c2ccccc2OCCCCN2CCCCCC2)cc1 | -7 | 89 | 0.9 | 2 | 1.1 | -10 | -2 | 9 | 0.49 | 7
